Compound activity (PubChem BioAssay)
USP2a block: inhibitors of human ubiquitin-specific protease USP2a. 330,000 compounds, 0.01% hits. Potency, µM (series often up to 38.3 µM), for the others: at the top dose activity change, negative = inhibition, hits mostly inhibitors. USP2 core, Ub-CHOP2 coupled fluorogenic reporter, 485/531. AID 463254. O75604;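 also: potency is read from the fitted curve at half-maximal effect; plate controls were DMSO wells for no effect and full inhibition by NEM control for full effect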
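USP2 core (10nM final) preincubated 30min RT with compound in 20mM Tris-HCl pH 8.0, 2mM CaCl2, 2mM beta-mercaptoethanol, 0.05% CHAPS; 25nM Ub-CHOP2 plus 25nM reporter substrate added, fluorescence (Ex485/Em531) read after 60min.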
KCNH2 3.1 inh: blocks the human KCNH2 3.1 channel isoform | U2OS KCNH2 3.1, thallium flux FluxOr; active compounds read low | 340,000 compounds, 0.95% hits | activity change, % (tested at about 1.8 µM);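 active = maximum activity change below -70%; inconclusive = maximum activity change from -70% to -50%; inactive = maximum activity change above -50%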;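 also: thallium influx rate constant from kinetic fluorescence after stimulation buffer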
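Thallium flux read-out: FluxOr dye with Red40 quencher in HBSS/HEPES, 45 min at RT. Rate constants from kinetic reads were normalized to positive and negative DMSO controls. Cells: U2OS virally expressing the 3.1 isoform.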
B2AR arrestin: recruits beta-arrestin to the human beta2-adrenergic receptor. P07550. beta-arrestin recruitment to beta2AR, cell-based reporter. Potency, µM (series often up to 46.1 µM), for inactives: top-dose activation, hits mostly activators. 330,000 compounds, 0.02% hits;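 also: potency is read from the fitted curve at half-maximal effect; 0% = DMSO controls and full agonism = EC100 isoproterenol or metaproterenol; nearly all actives have a fitted effect of over 65% in size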
hERG WT inh: KCNH2 (human, wildtype) channel inhibition; Q12809; U2OS, BacMam KCNH2, thallium flux FluxOr; active compounds read low; activity change, % at 1.84 µM; 340,000 compounds, 0.37% hits; AID 720551;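 active = maximum activity change below -70%; inconclusive = maximum activity change between -70% and -50%; inactive = maximum activity change above -50%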
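U2OS cells transduced with wild-type KCNH2 virus are loaded with FluxOr dye for 45 min, and thallium flux is measured in kinetic reads before and after stimulation buffer. Rate constants are normalized to DMSO controls.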
Giardia killer: kills Giardia lamblia; Giardia lamblia trophozoite viability; activity change, % at 7.66 µM, hits read low; 340,000 compounds, 0.15% hits; AID 540267; in the data active = activity change below about -80%; inconclusive = between about -30% and that limit;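 also: parasites exposed to compound for two days anaerobically before the ATP read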
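Killing of trophozoites was scored by loss of ATP luminescence after a 48 hrs anaerobic exposure to compounds at 37 deg C, using 100 cells per well.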
Eya2 inh: Eya2 (human) phosphatase inhibition. recombinant Eya2, OMFP fluorescence dephosphorylation (OMFP is methylfluorescein phosphate). AID 488837. Potency, µM (highest dose often 76.9 µM), without a hit: at the top dose activity, negative = inhibition, hits mostly inhibitors. O00167. 330,000 compounds, 0.006% hits; also: potency is read from the fitted curve at half-maximal effect
Target sequence (O00167 whole entry, looked up): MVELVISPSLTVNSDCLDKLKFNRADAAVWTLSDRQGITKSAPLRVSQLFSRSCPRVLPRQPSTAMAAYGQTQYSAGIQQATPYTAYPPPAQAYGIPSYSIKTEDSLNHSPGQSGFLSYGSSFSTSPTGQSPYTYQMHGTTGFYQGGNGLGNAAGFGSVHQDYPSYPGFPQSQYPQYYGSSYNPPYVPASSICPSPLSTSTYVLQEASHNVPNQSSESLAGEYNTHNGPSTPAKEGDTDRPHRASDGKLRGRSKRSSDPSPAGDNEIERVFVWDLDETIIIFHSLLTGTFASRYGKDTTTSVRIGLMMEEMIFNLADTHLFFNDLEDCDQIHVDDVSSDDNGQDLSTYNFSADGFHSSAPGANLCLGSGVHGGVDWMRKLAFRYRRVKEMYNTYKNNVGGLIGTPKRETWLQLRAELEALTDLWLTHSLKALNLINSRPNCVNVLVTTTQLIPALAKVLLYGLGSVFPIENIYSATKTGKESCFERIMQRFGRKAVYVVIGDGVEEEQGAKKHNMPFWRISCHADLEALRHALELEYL
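Eya2 (0.2 uM) preincubated 10 min at ambient with compound, then OMFP substrate added at 50 uM; 10 min reaction in 50 mM HEPES pH 7.5, 50 mM NaCl, 5 uM MgCl2, 0.05% BSA, 1 mM DTT. Fluorescence read at Ex 485/Em 525 nm.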
uPA generation: blocks generation of uPA at the cell surface. cell surface uPA generation assay, qHTS. Potency, µM (top dose mostly 38.3 µM), without a hit: at the highest dose activity change, negative = inhibition, actives largely listed as inhibitors. 330,000 compounds, 0.31% hits. AID 540303; active = well fitted inhibition curve with a large enough effect; inconclusive = small, poorly fitted or top-dose-only effect; inactive = no such curve, though single readings can be large or run the other way; tested in mouse RAW 264.7 cells; also: potency is read from the fitted curve at half-maximal effect; nearly all actives have a fitted effect of over 55% in size
BCR signal inh: inhibitors of chronic active B-cell receptor signaling. ABC-DLBCL IkBa-CBG/CBR reporter, luminescence ratio, 4 h. Potency, µM (doses to about 46.1 µM), without a hit: at the top dose ratio change, negative = lower green/red ratio, most hits filed as inhibitors. 340,000 compounds, 0.05% hits; active = well fitted inhibition curve with a large enough effect in the signal ratio, with a control signal flat, not every such curve was filed as active; inconclusive = small, poorly fitted or top-dose-only effect, or effect the other way, or a change in a side signal; the % refers to the signal ratio;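 also: potency is read from the fitted curve at half-maximal effect; plate controls were basal doxycycline-induced cells for no effect and cells given 10 µM MG132 for full effect; MG132 reads +100%, hits lower the ratio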
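TMD8 human ABC-DLBCL cells with doxycycline-inducible IκBα–green luciferase fusion and unfused red luciferase, in 0.5% FBS medium; compounds up to 46 uM, 4 h at 37C. Green/red luminescence ratio, filter-overlap corrected, fitted to concentration-response curves.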
PKM2 act: PKM2 (human) enzyme activation; 260,000 compounds, 0.34% hits; P14618; purified PKM2, Kinase-Glo ATP luminescence, activation; response scale: 0% is enzyme alone, no compound; Potency, µM (series often up to 57.5 µM), without a hit: top-dose activation, actives largely listed as activators; also: potency is read from the fitted curve at half-maximal effect; nearly all actives have a fitted effect of over 55% in size
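hPK-M2, >95% pure; 0.1 mM ADP / 0.5 mM PEP final; imidazole pH7.2 buffer w/ 7 mM MgCl2, 50 mM KCl; 1 h RT; Kinase-Glo lum. Intermediate enzyme activity for dual inhibitor/activator qHTS.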
GALK inhibitor: galactokinase (human) inhibition; Purified GALK, Kinase-Glo residual ATP luminescence; 270,000 compounds, 0.007% hits; Potency, µM (highest dose often 57.5 µM), inactives show at the highest dose activity change, negative = inhibition, usual class: inhibitors; also: potency is read from the fitted curve at half-maximal effect
Target sequence (P51570 whole entry, looked up): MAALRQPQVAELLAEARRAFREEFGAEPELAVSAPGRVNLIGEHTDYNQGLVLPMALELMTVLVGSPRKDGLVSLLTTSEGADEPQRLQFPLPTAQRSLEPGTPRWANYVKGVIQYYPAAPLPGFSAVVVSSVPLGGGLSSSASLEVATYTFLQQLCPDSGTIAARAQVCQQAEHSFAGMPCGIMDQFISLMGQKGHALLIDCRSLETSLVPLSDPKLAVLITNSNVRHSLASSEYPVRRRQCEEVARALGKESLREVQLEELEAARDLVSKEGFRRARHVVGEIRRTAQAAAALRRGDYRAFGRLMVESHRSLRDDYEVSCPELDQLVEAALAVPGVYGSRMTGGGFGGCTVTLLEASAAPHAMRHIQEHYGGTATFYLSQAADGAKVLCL
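5 nM enzyme, 35 uM ATP, 100 uM galactose, 20 mM HEPES pH8.0, 5 mM MgCl2; 1 h RT; residual ATP by Kinase-Glo Plus luminescence, qHTS format.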
Coupling enz: inhibits coupling enzyme system, counter-screen for aldolase hits | coupling enzyme system counterscreen, AmpLite Red fluorescence | activity change, negative = inhibition, % at 58.2 µM, hits read low | 290,000 compounds, 0.67% hits | AID 2472; in the data active = activity change below about -30%
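Coupling enzymes only (glyceraldehyde-3-phosphate) + compound, at 57.5 uM final, 10 min RT; add substrate/coupling/AmpLite Red mix, 20 min RT; fluorescence ex 525/em 598 nm. Actives flag coupling-system interference.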
Numbers without * were called inactive. Unless noted, calls follow the shape of the dose curve; as a rule, active = well fitted curve in the direction sought with a large enough effect; inconclusive = small, poorly fitted or top-dose-only effect, or another doubt; inactive = no such curve, though single readings can be large; an effect the other way counts as inactive or inconclusive. Unless noted, % is scaled to controls: 0 for no effect and ±100 for the full control effect.

Cc1cc(C)cc(OCC(=O)OCC(=O)NC2CCCCCC2)c1 was read as USP2a block 0%, KCNH2 3.1 inh -3, B2AR arrestin -1.3%, hERG WT inh -8, Giardia killer -2, Eya2 inh -1%, uPA generation 6% and BCR signal inh 1%.
COc1ccc(N2CCN(C(c3cccs3)C(C)NC(=O)c3ccc4c(c3)OCO4)CC2)cc1 (configuration not stated) was read as USP2a block 0%, KCNH2 3.1 inh -5, B2AR arrestin 0.3%, hERG WT inh -4, Giardia killer -4, Eya2 inh -8%, uPA generation 10%, BCR signal inh inconclusive, PKM2 act 10%, GALK inhibitor -2% and Coupling enz -2.
CCCC/C=C/[C@H](c1ccccc1)[C@H](CO)Cc1cccnc1 was read as KCNH2 3.1 inh -5, hERG WT inh -2, Giardia killer inconclusive, uPA generation 7% and Coupling enz 4.
`CC(=O)N1N=C(c2cccc([N+](=O)[O-])c2)OC1(C)c1cccs1` (configuration not stated) gave USP2a block 3%, KCNH2 3.1 inh 7, B2AR arrestin -0.7%, hERG WT inh -16, Giardia killer 1, Eya2 inh 5%, uPA generation -3%, BCR signal inh 1%, GALK inhibitor 1% and Coupling enz 0.
O=C(CN1CCCc2ccccc21)Nc1ccccc1[N+](=O)[O-] was read as USP2a block 3%, KCNH2 3.1 inh -5, B2AR arrestin -0.2%, hERG WT inh -17, Giardia killer 13, Eya2 inh -1%, uPA generation -2%, BCR signal inh 8%, PKM2 act -8%, GALK inhibitor 9% and Coupling enz -1.
For Clc1ccccc1-c1nn2c(COc3ccccc3)nnc2s1 the results were USP2a block 0%, KCNH2 3.1 inh -6, B2AR arrestin 0.4%, hERG WT inh -3, Giardia killer -21, Eya2 inh 1%, BCR signal inh inconclusive, PKM2 act -20%, GALK inhibitor 0% and Coupling enz 14.
CN(c1ccc(OCC(=O)Nc2nc(-c3ccccc3)cs2)cc1)S(=O)(=O)c1ccc(F)cc1 was read as USP2a block -1%, KCNH2 3.1 inh inconclusive, B2AR arrestin -0.4%, hERG WT inh -2, Giardia killer -10, Eya2 inh 5%, uPA generation 2%, BCR signal inh 6%, PKM2 act 4%, GALK inhibitor 2% and Coupling enz 0.
`S=c1[nH]ncn1NCc1ccc(Cl)cc1Cl` gave USP2a block 2%, KCNH2 3.1 inh 7, B2AR arrestin 0.0%, hERG WT inh -4, Giardia killer 26, Eya2 inh -10%, uPA generation -2%, BCR signal inh -1%, PKM2 act 0%, GALK inhibitor 0% and Coupling enz 3.
`O=C(Nc1ccc(Br)cn1)c1ccc([N+](=O)[O-])cc1Cl` gave USP2a block 1%, KCNH2 3.1 inh 1, B2AR arrestin 0.0%, hERG WT inh 6, Giardia killer -28, Eya2 inh -14%, uPA generation -3%, BCR signal inh 17%, PKM2 act -4%, GALK inhibitor -2% and Coupling enz -2.
O=C(CNc1cccc2ccccc12)N/N=C/C=C/c1ccco1 was read as USP2a block 4%, KCNH2 3.1 inh 4, B2AR arrestin 0.0%, hERG WT inh -10, Giardia killer -12, Eya2 inh 4%, uPA generation 7%, BCR signal inh inconclusive, PKM2 act 9%, GALK inhibitor -2% and Coupling enz -5.
`COC(=O)c1cc([N+](=O)[O-])c(-n2cncn2)c([N+](=O)[O-])c1` gave USP2a block 0%, KCNH2 3.1 inh -6, B2AR arrestin 0.0%, hERG WT inh 0, Giardia killer -20, Eya2 inh 3%, uPA generation 3%, BCR signal inh 13%, PKM2 act -14%, GALK inhibitor 1% and Coupling enz 1.
For COC(=O)COc1ccc(S(=O)(=O)NCc2cccnc2)cc1C the results were USP2a block 1%, KCNH2 3.1 inh 8, B2AR arrestin -0.2%, hERG WT inh 4, Giardia killer -9, Eya2 inh -1%, uPA generation 1%, BCR signal inh inconclusive, PKM2 act 1%, GALK inhibitor 0% and Coupling enz 1.
Screening COc1cccc(-n2nc3c(-n4ncc(C#N)c4N)nnc(C)c3c2C)c1 returned USP2a block -1%, KCNH2 3.1 inh -1, B2AR arrestin 0.2%, hERG WT inh 3, Giardia killer 2, Eya2 inh 3%, uPA generation 4%, BCR signal inh -1%, PKM2 act -3%, GALK inhibitor -1% and Coupling enz 0.
Screening Cc1cccc(C)c1NC(=O)COC(=O)CCc1ccc(S(=O)(=O)N2CCCCC2)cc1 returned USP2a block -1%, B2AR arrestin -1.0%, hERG WT inh -28, Giardia killer 6, Eya2 inh 3%, uPA generation 6%, BCR signal inh inconclusive, PKM2 act -1%, GALK inhibitor 0% and Coupling enz -1.
For Cc1cc(Cl)ccc1NC(=O)CCC(=O)N/N=C/c1cccnc1 the results were USP2a block 5%, KCNH2 3.1 inh -4, B2AR arrestin -0.6%, hERG WT inh 3, Giardia killer -8, Eya2 inh 7%, uPA generation 4%, BCR signal inh -4%, PKM2 act -4% and GALK inhibitor -1%.
`Cc1cc(C)n(-c2nc3ccccc3nc2N2CCN(C(=O)c3ccc(Cl)cc3)CC2)n1` gave USP2a block 3%, KCNH2 3.1 inh -4, B2AR arrestin -0.3%, hERG WT inh 5, Giardia killer 3, Eya2 inh 7%, uPA generation -11%, BCR signal inh 1%, PKM2 act 3%, GALK inhibitor -3% and Coupling enz -1.
For Cc1ccc(S(=O)(=O)Nc2ccc3c(c2)CCC3)cc1 the results were USP2a block -10%, KCNH2 3.1 inh 0, B2AR arrestin -0.4%, hERG WT inh -1, Giardia killer 5, Eya2 inh -23%, uPA generation 10%, BCR signal inh 5%, PKM2 act -12%, GALK inhibitor -2% and Coupling enz 1.
COc1ccc(-n2sc3c(c2=S)-c2cc(OC)ccc2NC3(C)C)cc1 was read as USP2a block -2%, KCNH2 3.1 inh -12, B2AR arrestin 0.2%, hERG WT inh -5, Giardia killer -21, Eya2 inh 4%, uPA generation -5%, BCR signal inh 7%, PKM2 act -6%, GALK inhibitor 0% and Coupling enz 2.
C#CCOC(=O)C(NC(=O)c1ccccc1)=C(C)C was read as USP2a block 6%, KCNH2 3.1 inh 12, B2AR arrestin -1.0%, hERG WT inh -26, Giardia killer 18, Eya2 inh 22%, uPA generation -1%, BCR signal inh inconclusive, PKM2 act 6%, GALK inhibitor 4% and Coupling enz 0.
For Cc1ccc(S(=O)(=O)CCC(=O)Nc2ccccc2Br)cc1 the results were USP2a block 0%, KCNH2 3.1 inh -2, B2AR arrestin 0.1%, hERG WT inh -3, Giardia killer 0, Eya2 inh 17%, uPA generation -6%, BCR signal inh 6%, GALK inhibitor -3% and Coupling enz 0.
For COc1ccc2cc(C(=O)N3CCCCCC3)sc(=O)c2c1OC the results were USP2a block 0%, KCNH2 3.1 inh 10, B2AR arrestin 0.3%, hERG WT inh 1, Giardia killer 3, Eya2 inh -3%, uPA generation -12%, BCR signal inh 6%, PKM2 act 4%, GALK inhibitor -2% and Coupling enz 2.
For S=c1[nH]ccn1-c1c(Cl)cccc1Cl the results were USP2a block 3%, KCNH2 3.1 inh 6, B2AR arrestin 0.3%, hERG WT inh 0, Giardia killer 9, Eya2 inh 6%, uPA generation 2%, BCR signal inh 3%, PKM2 act 1%, GALK inhibitor -3% and Coupling enz -2.
Cc1c(C(=O)N2CCN(c3cccc(Cl)c3)CC2)cccc1[N+](=O)[O-] was read as USP2a block -1%, KCNH2 3.1 inh -10, B2AR arrestin -0.1%, hERG WT inh -1, Giardia killer -13, Eya2 inh -1%, uPA generation 19%, BCR signal inh -5%, PKM2 act 1%, GALK inhibitor -1% and Coupling enz 0.
COCC(=O)N/N=C/c1c(C)[nH]n(-c2ccccc2)c1=O was read as USP2a block -4%, KCNH2 3.1 inh 8, B2AR arrestin 0.1%, hERG WT inh 12, Giardia killer -18, Eya2 inh -2%, uPA generation -3%, BCR signal inh 10%, PKM2 act -12%, GALK inhibitor 0% and Coupling enz -18.
Screening O=C(NC1(C(F)(F)F)C(=O)Nc2c1c(=O)[nH]c(=O)n2Cc1ccco1)C1CC1 (configuration not stated) returned USP2a block 0%, KCNH2 3.1 inh 5, B2AR arrestin -0.1%, hERG WT inh 3, Giardia killer 9, Eya2 inh -6%, uPA generation 3%, BCR signal inh -4%, PKM2 act -3%, GALK inhibitor -5% and Coupling enz -1.
COc1ccccc1CNC(=O)CCCN1C(=O)NC2(CCCC2)C1=O was read as USP2a block 5%, KCNH2 3.1 inh 2, B2AR arrestin -0.3%, hERG WT inh 0, Giardia killer 1, Eya2 inh -13%, uPA generation -2% and BCR signal inh -1%.
